# Assay outcomes: PubChem, National Center for Advancing Translational Sciences (NCATS)
# HCV inhibitor = inhibitors of hepatitis C virus infection | Huh7.5.1 HCVcc-Cre infection, luciferase reporter, 44 h | Potency, µM (top dose mostly 41.8 µM), inactives show at the top dose activity change, negative = inhibition, most hits filed as inhibitors | 340,000 tested, 3.4% active | AID 651820; further: potency means the concentration at half of the fitted maximal effect
#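 Infectious HCVcc-Cre (~0.5 moi) was added to cells just after compound, with cells seeded 4 h earlier at 1,000 per well. Luciferase activity after 44 h culture reported infection; substrate was incubated 15 min at room temperature before reading.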
# HCMV antiviral = blocks human cytomegalovirus replication; HFF cells, HCMV-luciferase reporter, 72 h; active compounds read low; activity change, negative = inhibition, % at 57.5 µM; 410,000 tested, 4.5% active; AID 1259415; in the data active means activity change below about -60%; inconclusive means no clear call, values can overlap the other calls; inactive means above about -39%
#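 HFF cells seeded 16 h at 37C, treated with compounds, infected with luciferase-reporter HCMV at MOI 1 PFU/cell; luciferase read at 72 h post infection, normalized to buffer-only and Salinomycin controls.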
# Sm TGR inh = inhibitors of Schistosoma mansoni thioredoxin glutathione reductase | Q962Y6 | purified TGR, DTNB reduction, TNB absorbance 405 nm | Potency, µM (doses to about 114 µM), for inactives: at the top dose activity change, negative = inhibition, actives largely listed as inhibitors | 360,000 tested, 3% active; further: potency means the concentration at half of the fitted maximal effect; nearly all actives have a fitted effect of over 60% in size
#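 TGR 20 nM + NADPH 100 uM (dispensed conc.), cpd preinc 15 min RT; start with NADPH (500 uM addition) then DTNB (15 mM addition). Kinetic TNB absorbance, 405 nm filter. Four-parameter Hill fit across titration.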
# FBPA Giardia inh = blocks Giardia fructose-bisphosphate aldolase activity. A8B2U2. purified Giardia FBPA. Potency, µM (highest dose often 59.6 µM), for the others: at the top dose activity, negative = inhibition, usual class: inhibitors. 290,000 tested, 0.71% active; further: potency means the concentration at half of the fitted maximal effect; nearly all actives have a fitted effect of over 55% in size
# Target sequence (A8B2U2 whole entry, looked up): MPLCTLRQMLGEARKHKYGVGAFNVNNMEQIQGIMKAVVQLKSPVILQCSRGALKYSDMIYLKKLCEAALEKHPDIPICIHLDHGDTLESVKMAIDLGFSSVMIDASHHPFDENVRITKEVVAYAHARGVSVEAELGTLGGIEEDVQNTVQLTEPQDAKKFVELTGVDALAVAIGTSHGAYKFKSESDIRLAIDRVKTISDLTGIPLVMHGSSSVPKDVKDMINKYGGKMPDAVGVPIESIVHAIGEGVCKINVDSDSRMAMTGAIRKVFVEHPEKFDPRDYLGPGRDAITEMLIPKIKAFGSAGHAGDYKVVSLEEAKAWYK
#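 Giardia FBPA (40 nM reagent) was preincubated 10 min at RT with compound (up to 57.5 uM final), then substrate plus GAPDH/TPI/NAD/arsenate coupling system with diaphorase/resazurin was added; resorufin fluorescence (525/598 nm) was read after 20 min.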
# AmpC detergent = blocks E. coli AmpC beta-lactamase in detergent assay; AmpC hydrolysis of nitrocefin, absorbance 480 nm, 0.01% Triton; Potency, µM (top dose mostly 114 µM), without a hit: top-dose activity change, negative = inhibition, usual class: inhibitors; 370,000 tested, 0.041% active; AID 485294;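 further: potency means the concentration at half of the fitted maximal effect; 0% = no-compound wells and -100% = no-enzyme wells; nearly all actives have a fitted effect of over 25% in size; some results filed as inactive show a strong effect at the top dose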
# Target sequence (P00811 whole entry, looked up): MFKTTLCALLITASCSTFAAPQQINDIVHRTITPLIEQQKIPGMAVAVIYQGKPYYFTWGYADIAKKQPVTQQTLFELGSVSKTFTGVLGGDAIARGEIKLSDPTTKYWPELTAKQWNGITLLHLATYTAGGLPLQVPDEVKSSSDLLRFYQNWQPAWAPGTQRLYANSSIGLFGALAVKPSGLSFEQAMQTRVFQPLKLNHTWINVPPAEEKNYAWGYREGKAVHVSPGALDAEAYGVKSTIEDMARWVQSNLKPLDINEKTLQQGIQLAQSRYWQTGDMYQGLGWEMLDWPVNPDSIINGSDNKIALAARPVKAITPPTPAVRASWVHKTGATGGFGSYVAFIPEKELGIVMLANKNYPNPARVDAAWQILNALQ
#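 20 mM phosphate pH 7.0 + 0.01% (detergent screen) or 0.0001% Triton X-100; 5.3 nM AmpC reagent; cpd preinc 15 min RT; nitrocefin (800 uM stock) to start; A480 q20 s × 4 min; Activity was normalised to no-enzyme and no-compound control wells.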
# AmpC inh no detg = inhibitors of E. coli AmpC beta-lactamase without detergent; 330,000 tested, 0.52% active; Potency, µM (doses to about 57.1 µM), without a hit: at the top dose activity change, negative = inhibition, hits mostly inhibitors; P00811; AmpC nitrocefin hydrolysis, absorbance 480 nm, 0.0001% Triton;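 further: potency means the concentration at half of the fitted maximal effect; plate controls were no compound for no effect and no enzyme for full effect; nearly all actives have a fitted effect of over 20% in size; some results filed as inactive show a strong effect at the top dose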
#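 20 mM phosphate pH 7.0 + 0.01% (detergent screen) or 0.0001% Triton X-100; 5.3 nM AmpC reagent; cpd preinc 15 min RT; nitrocefin (800 uM stock) to start; A480 q20 s × 4 min; Activity was normalised to no-enzyme and no-compound control wells.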
# Starred values were filed as active, the others as inactive; ? = inconclusive; / = no result given; + = active, no number; [ ] = another dose, or the depositor's remark. Unless noted, the call rests on the fitted dose curve; in most records, active means well fitted curve in the direction sought with a large enough effect; inconclusive means small, poorly fitted or top-dose-only effect, or another doubt; inactive means no such curve, though single readings can be large; an effect the other way counts as inactive or inconclusive. Unless noted, on the % scale 0 is the no-effect control and ±100 the full control effect.
cpd	structure	HCV inhibitor	HCMV antiviral	Sm TGR inh
1	O=C(c1ccc(Cl)cc1[N+](=O)[O-])N(Cc1ccccc1)Cc1ccccc1	-6.5%	/	-6.7%
2	CCOP(=O)(OCC)C(NC(=O)c1ccccc1)C(Cl)(Cl)Cl (centres undefined)	8.8%	23.5	33.0%
3	CCOC(=O)c1ccc(S(=O)(=O)NCC(c2ccc(N(C)C)cc2)c2c[nH]c3ccccc23)cc1 (centres undefined)	-6.4%	59.8	0.9%
4	O=C(COC(=O)C1(c2ccccc2F)CCCC1)N1CCc2ccccc21	-4.1%	6.6	-2.1%
5	O=C(NCCCN1CCCC1=O)c1ccc(S(=O)(=O)Nc2ccccc2)cc1	8.7%	-28.4	1.0%
6	N#CCOC(=O)[C@H](Cc1c[nH]c2ccccc12)NS(=O)(=O)c1ccc(Cl)cc1	7.6%	65.5	-16.7%
7	O=C(NCCc1ccccc1)c1cnc2n(c1=O)CCS2	-3.2%	3.8	2.9%
8	Cc1cc(-c2ccccc2)nc2cc(C(N)=O)nn12	?	?	-2.1%
9	N#Cc1c(NCCCO)nc(-c2ccccc2)c2c1CCCC2	-18.9%	-9.5	3.3%
10	COc1ccccc1N1CCN(C(=S)NC(=O)/C=C/c2ccc(F)cc2)CC1	7.6%	-8.9	-31.3%
11	COc1ccc(-c2nc(C3CCCCC3)c3cc(OC)ccc3n2)cc1	-1.0%	-22.7	-2.7%
12	CCOC(=O)c1[nH]c(C)c(C(=O)Nc2ccccc2F)c1C	?	14.1	1.3%
13	COc1cccc(CN(C)Cc2nc(C3CC3)no2)c1	-2.7%	46.3	4.9%
14	CCOC(=O)/C(=N\Nc1cccc(Cl)c1)Sc1nnc(-c2ccc(OC)cc2)n1C	4.9%	-21.5	-4.9%
15	O=S(=O)(NCCCCCNS(=O)(=O)c1c(F)cccc1F)c1ccc2c(c1)OCCO2	/	-8.8	-0.4%

cpd	FBPA Giardia inh	AmpC detergent	AmpC inh no detg
1	0.3%	-4.9%	-24.8%
2	4.0%	1.6%	2.9%
3	-3.4%	-14.7%	-31.9%
4	3.8%	-16.6%	-17.4%
5	/	-7.2%	-7.5%
6	-4.2%	-2.5%	-17.4%
7	2.2%	2.5%	-20.5%
8	4.4%	0.1%	-8.3%
9	13.7%	-11.5%	82.4%[activator]
10	-7.4%	-4.9%	-15.7%
11	/	?	-8.9%
12	10.4%	?	-17.0%
13	3.2%	7.5%	-2.5%
14	-27.4%	-11.7%	-23.9%
15	/	4.7%	-14.2%

# Eleven entries out of the list, arranged by heavy-atom count, lowest first:
cpd	structure	HCV inhibitor	HCMV antiviral	Sm TGR inh
8	Cc1cc(-c2ccccc2)nc2cc(C(N)=O)nn12	?	?	-2.1%
13	COc1cccc(CN(C)Cc2nc(C3CC3)no2)c1	-2.7%	46.3	4.9%
7	O=C(NCCc1ccccc1)c1cnc2n(c1=O)CCS2	-3.2%	3.8	2.9%
2	CCOP(=O)(OCC)C(NC(=O)c1ccccc1)C(Cl)(Cl)Cl (centres undefined)	8.8%	23.5	33.0%
9	N#Cc1c(NCCCO)nc(-c2ccccc2)c2c1CCCC2	-18.9%	-9.5	3.3%
11	COc1ccc(-c2nc(C3CCCCC3)c3cc(OC)ccc3n2)cc1	-1.0%	-22.7	-2.7%
1	O=C(c1ccc(Cl)cc1[N+](=O)[O-])N(Cc1ccccc1)Cc1ccccc1	-6.5%	/	-6.7%
10	COc1ccccc1N1CCN(C(=S)NC(=O)/C=C/c2ccc(F)cc2)CC1	7.6%	-8.9	-31.3%
14	CCOC(=O)/C(=N\Nc1cccc(Cl)c1)Sc1nnc(-c2ccc(OC)cc2)n1C	4.9%	-21.5	-4.9%
15	O=S(=O)(NCCCCCNS(=O)(=O)c1c(F)cccc1F)c1ccc2c(c1)OCCO2	/	-8.8	-0.4%
3	CCOC(=O)c1ccc(S(=O)(=O)NCC(c2ccc(N(C)C)cc2)c2c[nH]c3ccccc23)cc1 (centres undefined)	-6.4%	59.8	0.9%

cpd	FBPA Giardia inh	AmpC detergent	AmpC inh no detg
8	4.4%	0.1%	-8.3%
13	3.2%	7.5%	-2.5%
7	2.2%	2.5%	-20.5%
2	4.0%	1.6%	2.9%
9	13.7%	-11.5%	82.4%[activator]
11	/	?	-8.9%
1	0.3%	-4.9%	-24.8%
10	-7.4%	-4.9%	-15.7%
14	-27.4%	-11.7%	-23.9%
15	/	4.7%	-14.2%
3	-3.4%	-14.7%	-31.9%

# Later entries
cpd	structure	HCV inhibitor	HCMV antiviral	Sm TGR inh
16	CN(CC(=O)Nc1ccc(N2CCOCC2)cc1)C(=O)c1ccc(CS(C)(=O)=O)cc1	21.7%	-6.1	/
17	Cc1cccc(C)c1NC(=O)CNC(=O)c1ccc(COc2ccccc2)o1	-1.3%	0.0	1.9%
18	COc1ccc(C2=NOC(Cn3nc(C(=O)NCc4cccs4)cc3-c3ccccc3)C2)cc1 (centres undefined)	10µM*	-15.4	-8.3%
19	Cc1c(C)c2ccc(OCC(=O)N3CCC[C@@H]3C(=O)O)c(C)c2oc1=O	4.0%	29.8	-0.8%
20	COc1ccc(NC(=O)CSC2CCCCC2)cc1	3.4%	49.8	-7.8%
21	COCc1ccc(C(=O)N2CCCC(C(=O)c3cccc(C(F)(F)F)c3)C2)o1 (centres undefined)	?	0.0	?
22	O=C(NCCCCCCNC(=O)c1cncc(O)c1)c1cncc(O)c1	9.5%	-17.5	17.3%
23	Fc1ccc(NC(=S)N2CCCC(c3ccccc3)=N2)cc1	?	9.9	-0.4%
24	CC(C)CCCN1C(N(C)C)=NC[C@@H]1C	-12.0%	2.5	-5.1%
25	CCOc1ccc(S(=O)(=O)N2CCC(C(=O)NCc3cccnc3)CC2)cc1Cl	1.8%	-3.7	6.1%
26	Cc1ccc(S(=O)(=O)N2CCN(S(=O)(=O)N(C)C)CC2)c(C)c1	?	?	-19.8%
27	Cc1ccc(S(=O)(=O)Nc2nc(C)c(C(=O)NNS(=O)(=O)c3cc(C)ccc3C)s2)cc1	13.8%	-26.2	-15.4%
28	Cc1cccc(-n2ncc3c(N4CCN(c5ccccc5)CC4)ncnc32)c1	/	+	3.9%
29	COC(=O)C1=C(C)N(C)C(=O)NC1c1c(OC)ccc2ccccc12 (centres undefined)	-15.6%	-12.7	-2.2%
30	COc1ccc2[nH]cc(CCNC(=O)CC[C@H]3O[C@@H](n4cc(C)c(=O)[nH]c4=O)C[C@@H]3O)c2c1	-17.0%	14.6	/

cpd	FBPA Giardia inh	AmpC detergent	AmpC inh no detg
16	/	/	-12.2%
17	/	8.0%	-18.5%
18	/	-2.7%	-6.2%
19	-13.1%	?	-8.1%
20	0.3%	-5.7%	-16.0%
21	3.2%	0.2%	111.6%[activator]
22	?	5.6%	-4.4%
23	0.6%	-0.4%	-46.0%
24	/	-2.9%	-17.2%
25	5.9%	-0.6%	83.5%[activator]
26	1.3%	2.1%	1.1%
27	/	-1.4%	-52.0%
28	/	-7.2%	/
29	-6.0%	-8.0%	2.5%
30	/	/	-25.6%

# As entered above.
# cpd 20 in HCMV antiviral shows 49.8
# cpd 17 in HCMV antiviral shows 0.0

# Other results follow:
cpd	structure	HCV inhibitor	HCMV antiviral	Sm TGR inh
31	O=C1c2ccccc2C(Nc2ccc(S(=O)(=O)N3CCCCCC3)cc2)N1c1ccccn1 (centres undefined)	-5.2%	-26.9	4.5%
32	CCOc1ccc(NC(=O)CCN2CCN(S(=O)(=O)c3ccc(F)cc3)CC2)cc1	-13.2%	-6.7	2.9%
33	CCCN1CCN(CCCNC(=O)Cn2cc3c(n2)CCCC3)CC1	2.3%	14.8	7.6%
34	Cc1nn(CCCC(=O)NCc2ccco2)c(=O)c2nn(-c3ccccc3)c(C)c12	-14.1%	?	-13.2%
35	CCn1cc(C(=O)O)c(=O)c2cc(F)c(N3CCN(S(=O)(=O)c4ccc(NC(C)=O)cc4)CC3)cc21	-3.6%	-26.3	-10.7%

cpd	FBPA Giardia inh	AmpC detergent	AmpC inh no detg
31	-4.5%	-11.7%	-15.1%
32	0.3%	4.6%	66.3%[activator]
33	0.2%	?	?
34	/	1.6%	0.6%
35	-21.2%	-4.5%	-22.4%
